TPT1 inhibitor: blocks Candida albicans tRNA 2'-phosphotransferase. recombinant caTPT1, FP RNA substrate dephosphorylation. inhibition, % at 5 µM. 300,000 compounds, 0.81% hits. AID 1962;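 active = inhibition above the mean of all tested compounds plus 3 SD, set per screening campaign, cut at about 24% in these data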;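 note: plate controls were DMSO alone for no effect and ferristatin control at 100 nM for full effect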
PP5 inh: PP5 (human) phosphatase inhibition; P53041; purified PP5c, OMFP substrate fluorescence; inhibition, % at 6.7 µM; 320,000 compounds, 0.18% hits;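 active = inhibition above the campaign's mean inhibition across all tested compounds plus 3 SD, cut at about 9.5% in these data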;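 note: 0% = DMSO only and 100% = 100 µM cantharidin control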
Target sequence (P53041 whole entry, looked up): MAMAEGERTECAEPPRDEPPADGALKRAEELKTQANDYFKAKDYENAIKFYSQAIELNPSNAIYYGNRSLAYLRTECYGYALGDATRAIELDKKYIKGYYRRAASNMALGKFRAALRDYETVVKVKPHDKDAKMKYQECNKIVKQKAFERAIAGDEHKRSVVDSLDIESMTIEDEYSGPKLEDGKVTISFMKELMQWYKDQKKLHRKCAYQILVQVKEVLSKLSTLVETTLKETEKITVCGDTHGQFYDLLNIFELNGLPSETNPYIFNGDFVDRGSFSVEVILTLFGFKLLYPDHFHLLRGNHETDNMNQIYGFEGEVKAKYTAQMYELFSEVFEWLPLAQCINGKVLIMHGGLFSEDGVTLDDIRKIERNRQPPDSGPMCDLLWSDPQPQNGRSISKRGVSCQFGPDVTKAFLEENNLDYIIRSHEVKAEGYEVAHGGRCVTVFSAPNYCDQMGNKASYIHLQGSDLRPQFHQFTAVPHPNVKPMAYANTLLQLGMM
EBNA-1 inh: blocks EBNA-1 binding to DNA; EBNA-1 DNA binding, fluorescence polarization; 300,000 compounds, 0.34% hits; inhibition, % at 14.8 µM; in the data active = inhibition above about 28%
Yeast superoxide: caloric restriction mimetics inhibiting age-related superoxide in yeast | S. cerevisiae aged cells, superoxide DHE fluorescence; stronger effect = lower value | 330,000 compounds, 0.18% hits | superoxide response (% of plate mean), % at 10 µM;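 active = superoxide response under a set limit, about three screen SD below normal, cut at about 65% in these data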;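 note: yeast aged for seven days with compound at 30 °C before DHE staining; 100% = average MFI of all compound-treated wells on the plate with controls excluded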
HCV core dimer: HCV core protein dimerization inhibition | TR-FRET GST/Flag-core106 dimerization, 1536-well | inhibition, % at 5 µM | 300,000 compounds, 0.33% hits | AID 1899;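 active = inhibition above the mean of all tested compounds plus 3 SD, set per screening campaign, cut at about 45% in these data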
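System: GST-tagged and Flag-tagged HCV core protein residues 1-106 / Input: core106 proteins, GST 13.5 nM and Flag 17 nM / Buffer or medium: KF-containing HEPES buffer, pH 7.45, DTT, CHAPS, BSA / Probe or stimulus: Eu-anti-GST and XL665-anti-Flag labelled anti-tag antibodies / Schedule: 4 h, 22.5 °C incubation / Technique: TR-FRET 671 and 617 nm emission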
PP1 inh: blocks human PP1-alpha phosphatase, a PP5 counter-screen | P62136 | purified PP1alpha, OMFP fluorescence | inhibition, % at 6.7 µM | 320,000 compounds, 0.9% hits | AID 2235;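 active = inhibition above the mean inhibition of all tested compounds plus 3 SD, computed separately for each screening campaign, cut at about 15% in these data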
Fh CTSL1 inh: cathepsin L1 inhibition, PFM18AAP counter-screen | recombinant F. hepatica cathepsin L1, Z-Leu-Arg-MCA fluorescence | inhibition, % at 5.96 µM | 300,000 compounds, 0.49% hits | AID 1906;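 active = inhibition above the mean of all tested compounds plus 3 SD, set per screening campaign, cut at about 17% in these data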;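 note: 0% = plate median of test compound wells and 100% = 1 µM Z-Phe-Ala-diazomethylketone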
ZTA DNA inh: counter-screen for EBNA-1 inhibitors: inhibitors of Epstein-Barr virus ZTA; P03206; ZTA-DNA binding, fluorescence polarization; inhibition, % at 11 µM; 320,000 compounds, 0.15% hits; in the data active = inhibition above about 33%
JMJD2C inh: inhibitors of human GASC-1 (JMJD2C) demethylase. Q9H3R0. GST-JMJD2C(1-420) H3K9me3 demethylation, DELFIA europium. inhibition, % at 2.35 µM. 330,000 compounds, 0.069% hits. AID 2099;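 active = more than half of a compound's replicate wells show inhibition beyond 50%, single wells judged on their own value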;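 note: signal counts dimethyl H3K9 product captured on neutravidin plate; 0% = median of DMSO wells and 100% = 0.3 times that DMSO median; strong numbers were not always called active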
Target sequence (Q9H3R0 1-420 limits assumed): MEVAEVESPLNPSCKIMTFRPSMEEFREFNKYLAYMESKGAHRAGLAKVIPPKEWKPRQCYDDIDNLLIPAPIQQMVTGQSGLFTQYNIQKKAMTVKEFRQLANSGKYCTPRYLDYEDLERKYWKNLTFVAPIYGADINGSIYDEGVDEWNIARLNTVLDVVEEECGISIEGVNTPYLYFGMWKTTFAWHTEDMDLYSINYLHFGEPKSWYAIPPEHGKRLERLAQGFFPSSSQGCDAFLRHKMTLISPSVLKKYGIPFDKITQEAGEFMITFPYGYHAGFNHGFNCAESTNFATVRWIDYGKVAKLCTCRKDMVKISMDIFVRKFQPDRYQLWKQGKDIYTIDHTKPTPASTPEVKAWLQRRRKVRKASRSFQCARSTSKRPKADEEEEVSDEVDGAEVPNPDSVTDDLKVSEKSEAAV
* marks the source's active call; other numbers are inactive results; x = not tested or not shown. The order is random; about 3.1% have a hit in one of these screens.

Preview, 3 compounds:
SMILES	TPT1 inhibitor	PP5 inh	EBNA-1 inh	Yeast superoxide	HCV core dimer	PP1 inh	Fh CTSL1 inh	ZTA DNA inh	JMJD2C inh
NC(=O)C1=C[C@@H](c2csc3ccccc23)C[C@@H](OCc2ccc(CO)cc2)O1	-1	1.2	-9	108	9	9	3	2	23
O=C1CN=C(Nc2ccccc2)N1Cc1cccs1	1	0.8	-3	91	-7	0	-1	-11	30
Cc1ccc2nc(SCC(=O)c3ccc4c(c3)OCO4)[nH]c2c1	2	-0.8	0	92	3	-1	1	10	-21

The list itself, previewed entries included:
SMILES	TPT1 inhibitor	PP5 inh	EBNA-1 inh	Yeast superoxide	HCV core dimer	PP1 inh	Fh CTSL1 inh	ZTA DNA inh	JMJD2C inh
NC(=O)C1=C[C@@H](c2csc3ccccc23)C[C@@H](OCc2ccc(CO)cc2)O1	-1	1.2	-9	108	9	9	3	2	23
O=C1CN=C(Nc2ccccc2)N1Cc1cccs1	1	0.8	-3	91	-7	0	-1	-11	30
Cc1ccc2nc(SCC(=O)c3ccc4c(c3)OCO4)[nH]c2c1	2	-0.8	0	92	3	-1	1	10	-21
COc1cccc2c(=O)n(CC(=O)NC3CCCCC3)ccc12	0	-0.1	-5	95	-1	3	3	4	0
CCOC(=O)N1CCC(NS(=O)(=O)c2cc3c(cc2C)NC(=O)CO3)CC1	-3	-2.5	8	103	1	-6	1	21	1
COc1ccccc1CC(=O)N1CCC(CCC(=O)NC2CC2)CC1	1	0.4	0	87	-2	-3	5	3	11
O=C(CCCc1ccccc1)NCCC1=CCCCC1	-5	0.3	-5	90	-2	-1	0	18	-22
c1ccc(CSc2nc3ncncc3[nH]2)cc1	5	-1.1	0	97	1	-8	0	17	9
C=CCSC1=N/C(=C\c2sccc2C)C(=O)S1	1	-1.2	1	105	-2	-1	10	4	5
C=CCn1c(COc2ccccc2)nc2ccccc21	-4	2.8	-5	91	-8	3	-8	-19	8
COc1ccc(CCn2nnnc2C(CC(C)C)N2CCC(C(N)=O)CC2)cc1OC (configuration not stated)	2	-0.8	3	98	-2	0	0	-8	6
COc1ccc(/C(C)=N/Nc2nccnc2Cl)cc1	x	3.7	x	86	x	0	x	2	40

In a second layout: 3 of the compounds above
SMILES | TPT1 inhibitor | PP5 inh | EBNA-1 inh | Yeast superoxide | HCV core dimer | PP1 inh | Fh CTSL1 inh | ZTA DNA inh | JMJD2C inh
C=CCSC1=N/C(=C\c2sccc2C)C(=O)S1 | 1 | -1.2 | 1 | 105 | -2 | -1 | 10 | 4 | 5
C=CCn1c(COc2ccccc2)nc2ccccc21 | -4 | 2.8 | -5 | 91 | -8 | 3 | -8 | -19 | 8
COc1ccc(CCn2nnnc2C(CC(C)C)N2CCC(C(N)=O)CC2)cc1OC (configuration not stated) | 2 | -0.8 | 3 | 98 | -2 | 0 | 0 | -8 | 6

Next section:
SMILES	TPT1 inhibitor	PP5 inh	EBNA-1 inh	Yeast superoxide	HCV core dimer	PP1 inh	Fh CTSL1 inh	ZTA DNA inh	JMJD2C inh
O=C(Cc1ccc([N+](=O)[O-])cc1)Nc1cc(C(F)(F)F)cc(C(F)(F)F)c1	0	2.7	1	108	3	-2	-1	4	1
C=CCNC1=C(Cl)C(=O)N(Cc2ccccc2)C1=O	2	2.1	-7	94	-1	-2	3	-12	3
CC(C)OCCCNC(=O)c1cc(-c2cccs2)nc2ccccc12	-3	0.6	-2	98	2	-1	6	5	1
O=C(CCc1nc(-c2ccccc2F)no1)Nc1ccc(Oc2ccccc2)cc1	-4	4.0	-3	105	4	0	2	0	-2
Cc1cc(C(=O)NN)c(Cl)cc1Cl	0	3.2	-3	102	1	-2	-1	-6	4
Cc1sc2nc(CSc3nnc(Cc4cccs4)n3C3CCCCC3)[nH]c(=O)c2c1C	38*	1.1	3	102	9	5	5	-5	2
O=c1[nH]c2ccc(S(=O)(=O)NCc3ccccc3)cc2[nH]1	1	-0.5	-1	97	-1	1	-2	1	-5
Cc1c(C(=O)NC(=S)NCc2cccnc2)oc2ccccc12	0	0.1	9	104	1	-9	-2	-7	5
Fc1ccc(NC(=S)NCc2ccc3c(c2)OCO3)cc1	-3	-1.7	5	101	2	-1	-1	20	-5
O=C(Oc1cccnc1)c1cccc(Cl)c1	0	3.7	0	115	-4	0	-10	10	6
O=C(CN1CCc2cc3c(cc2C1)OCCCO3)Nc1ccc(F)cc1	-4	0.3	-4	76	-3	2	-1	-1	-20
CC(C)(C)c1ccc(/C=C/C(=O)Nc2ncccn2)cc1	-5	2.6	10	94	5	0	9	-1	5
O=C(CCC(=O)N1CCN(S(=O)(=O)c2cccc(F)c2)CC1)c1cccs1	6	1.6	-10	92	0	-3	3	2	-16
COc1ccc(CCNC(=O)C(=O)c2c(C)n(C)c3ccccc23)cc1OC	-2	-2.9	8	95	-4	-2	-1	12	3
CC(C)NC(=O)CN(Cc1ccccc1)S(=O)(=O)c1ccccc1	1	-0.5	7	102	7	-4	-4	0	0
CC(=O)Nc1ccc(NC(=O)c2ccc(COc3ccc(C)cc3)o2)cc1	-1	2.0	-7	97	1	2	4	-9	4
Cn1c(O)c(N=NC(=O)Cn2c(C(F)(F)F)nc3ccccc32)c2ccccc21	-2	0.9	5	93	5	0	1	3	-2
COc1cc2cc(C(c3nnnn3C3CCCCC3)N(C)C3CCCCC3)c(=O)[nH]c2cc1OC (configuration not stated)	2	2.0	-9	105	3	1	5	5	-5
COc1ccc(C2=NOC(C(=O)Nc3ccc4c(c3)OCCO4)C2)cc1OC (configuration not stated)	-1	1.2	5	104	3	-1	-2	13	9
CN(C)S(=O)(=O)c1ccc(NC(=O)Cn2c(-c3ccccc3)noc2=O)cc1	-2	2.1	-1	113	4	0	-2	4	11
COCCn1c(SCCN2CCOCC2)nc2c1c(=O)[nH]c(=O)n2C	2	3.4	2	107	-14	0	0	-20	5
Cc1cc2c(=O)n(CC(=O)N3CCN(c4ccc(F)cc4)CC3)cnc2s1	4	-0.1	-2	92	0	1	5	-3	-10
Cc1cc2[nH]cnc2c([N+](=O)[O-])c1C	-1	0.8	-16	130	-3	0	-3	-4	2
NC(=O)CC(NC(=O)Cc1ccc(Br)cc1)c1ccc(NCCN2CCOCC2)c([N+](=O)[O-])c1 (configuration not stated)	-1	0.7	-12	100	-7	0	-1	-22	-27

Copied from the list:
Entry for `Cn1c(O)c(N=NC(=O)Cn2c(C(F)(F)F)nc3ccccc32)c2ccccc21` in Yeast superoxide: 93
Entry for `Cc1ccc2nc(SCC(=O)c3ccc4c(c3)OCO4)[nH]c2c1` in JMJD2C inh: -21

Additional records follow.
SMILES	TPT1 inhibitor	PP5 inh	EBNA-1 inh	Yeast superoxide	HCV core dimer	PP1 inh	Fh CTSL1 inh	ZTA DNA inh	JMJD2C inh
COc1cccc(-c2ccc(NC(=O)C3CCCN(Cc4cnc(N(C)C)s4)C3)cc2)c1 (configuration not stated)	-5	1.6	8	90	-2	3	-1	4	-3
CCCN(C(=O)Cn1c(C(F)(F)F)nc2ccccc21)C1CCS(=O)(=O)C1 (configuration not stated)	-6	-1.4	10	95	-5	4	3	0	-7
O=C1CN(C(=O)COC(=O)/C=C/c2ccco2)c2ccccc2N1	3	0.1	5	98	5	-3	-1	14	-1
CCOC(=O)C1CCN(C(=O)c2cccc(NS(=O)(=O)c3ccc(F)c(F)c3)c2)CC1	-2	0.0	4	99	-2	-2	6	-8	3
Nn1cnc2c([nH]c3ccccc32)c1=O	2	0.0	14	97	-9	-3	-3	-11	-1
O=C(Nc1ccc(O)c2c(=O)cc(-c3cccc(Cl)c3)oc12)c1cccc(Cl)c1	-3	0.0	8	98	19	5	-5	-16	43
CC(NC(=O)c1ccco1)c1ccc2c(c1)OCCO2 (configuration not stated)	1	1.1	-12	106	-2	4	-3	10	-7
COc1ccccc1NC(=O)C1CCOC1=O (configuration not stated)	-4	0.1	0	99	2	-8	-2	-9	-5
C/C(CC(=O)Nc1ccc(Cl)cc1Cl)=N\NC(=O)C(=O)NCCO	-1	1.7	5	94	1	1	-3	9	1
O=C1CN(C(=O)/C=C/c2cc(Br)ccc2F)CCN1	-1	-0.3	0	93	-7	0	3	8	1
COc1ccc(-c2c(C)n([O-])c(C)c(-c3ccccc3)[n+]2=O)cc1OC	3	2.3	0	92	-6	-12	-2	3	-4
O=C(CSCc1ccc(F)cc1)NCc1ccco1	0	2.6	-6	125	-2	-2	-2	1	7
Cc1ccccc1-c1nc(S(=O)(=O)c2ccc(Cl)cc2)c(NCCN2CCOCC2)o1	-5	3.7	-8	93	2	2	2	-12	9
COc1ccc(N2CC(C(=O)Nc3nc4ccc(F)cc4s3)CC2=O)c(OC)c1 (configuration not stated)	4	3.8	-2	102	16	-2	0	-9	-8
Cc1cccc(NC(=O)C(C)N2C(=O)C3C4CC(C(Br)C4Br)C3C2=O)c1 (configuration not stated)	-1	5.4	5	106	1	-1	-3	5	-7
CCOc1ccc(N/C=C\C(=O)c2ccc3c(c2)OCO3)cc1	7	2.0	8	105	7	0	-2	-14	4
CC(=O)c1cccc(NC(=O)CN2CCc3cc4c(cc3C2)OCCCO4)c1	1	3.5	-7	143	-4	-1	-5	-6	6
CN(C)C(=O)c1c2c(nc3ccccc13)-c1ccccc1CC2	-1	1.4	-7	102	6	1	-2	-9	-4
CCN(CC(=O)Nc1ccccc1OC)C(=O)CN1C(=O)NC(C)(c2ccccc2)C1=O (configuration not stated)	x	0.7	x	94	x	-3	x	-1	-5
COn1c2c(c3c4nonc4ccc31)CCCC2	-1	0.6	5	79	-9	-6	-4	14	5
CCCCCCSc1nsc(N)n1	0	-7.3	0	104	2	-4	13	-7	1
CCCS(=O)(=O)c1ccc(COC(=O)c2ccc(NC(C)=O)cc2)cc1	1	0.2	-5	85	-2	-4	3	0	4
COC(=O)c1ccc2c(=O)n(CCCN3CCOCC3)c(=S)[nH]c2c1	1	0.5	-1	105	7	-8	2	-11	-18
CC(=O)c1ccc2c(c1)N(C)c1ccccc1S2	-1	3.0	-1	80	-26	3	4	-23	5
O=C(CN(C(=O)CCC(=O)Nc1ccccn1)c1ccc2c(c1)OCO2)NCc1ccco1	1	0.0	10	99	14	1	0	8	-1

Some entries already given, limited to JMJD2C inh and HCV core dimer.
mol,JMJD2C inh,HCV core dimer
COc1ccc(N2CC(C(=O)Nc3nc4ccc(F)cc4s3)CC2=O)c(OC)c1 (configuration not stated),-8,16
Cc1cccc(NC(=O)C(C)N2C(=O)C3C4CC(C(Br)C4Br)C3C2=O)c1 (configuration not stated),-7,1
CCOc1ccc(N/C=C\C(=O)c2ccc3c(c2)OCO3)cc1,4,7
CC(=O)c1cccc(NC(=O)CN2CCc3cc4c(cc3C2)OCCCO4)c1,6,-4

Screening results from PubChem.
